# UHRF1 binding – UHRF1 methylated DNA binding inhibitors, primary screen, counter-screen for MBD2 inhibitor project, biochemical, TR-FRET, human UHRF1, single concentration. inhibition, % at 4.4 µM. E3 ubiquitin-protein ligase UHRF1 (Homo sapiens), Q96T88. AID 687016, 2013. 370,000 tested, 0.75% active. UHRF1 binding to methylated oligo; in the data active means inhibition above about 21%;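 further: UHRF1 SRA domain binding a hemimethylated CpG hairpin DNA probe; 0% = median of test compound wells and 100% = reference inhibitor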
# proKLK7 act – proKLK7 zymogen activators, primary screen, biochemical, fluorescence intensity | Kallikrein-7 (Homo sapiens), P49862 | purified proKLK7, EDANS-DABCYL substrate fluorescence; 100% is mature enzyme control, 0% vehicle | activation, % at 7 µM | 370,000 tested, 0.9% active | AID 652039, 2013;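 active means activation above the mean of all tested compounds plus 3 SD, computed per campaign excluding outliers beyond control limits, cut at about 13% in these data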
# SIAE primary – human SIAE inhibitors, primary screen, biochemical, fluorescence polarization, FP-Rh probe, 1536-well HTS; 370,000 tested, 0.69% active; SIAE FP-Rh probe binding; inhibition, % at 9.66 µM;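 active means inhibition above a cutoff: mean of compounds within the control limits plus 3 SD of those, cut at about 17% in these data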;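 further: 0% = plate median of compound wells and 100% = probe without SIAE protein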
# Target sequence (Q9HAT2 whole entry, looked up): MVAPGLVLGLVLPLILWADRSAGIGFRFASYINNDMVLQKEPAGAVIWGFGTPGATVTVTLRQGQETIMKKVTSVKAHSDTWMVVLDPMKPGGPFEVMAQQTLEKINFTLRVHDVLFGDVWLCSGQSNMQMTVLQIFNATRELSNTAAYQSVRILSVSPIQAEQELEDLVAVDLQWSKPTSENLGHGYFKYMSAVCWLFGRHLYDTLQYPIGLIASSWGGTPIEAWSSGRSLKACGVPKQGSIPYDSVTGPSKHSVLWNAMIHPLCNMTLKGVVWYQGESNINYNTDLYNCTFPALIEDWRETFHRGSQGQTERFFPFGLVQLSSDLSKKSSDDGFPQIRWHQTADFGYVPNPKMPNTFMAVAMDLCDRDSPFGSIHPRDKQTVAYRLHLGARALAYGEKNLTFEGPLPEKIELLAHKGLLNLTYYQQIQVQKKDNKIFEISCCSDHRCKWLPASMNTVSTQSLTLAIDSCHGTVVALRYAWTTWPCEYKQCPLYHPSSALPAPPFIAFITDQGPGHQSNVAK
# Tn7 DDE FP – inhibitors of Tn7 peptide binding to fibrin DD(E), primary screen, biochemical, fluorescence polarization, human fibrin, Tn7 probe. AID 720508, 2013. inhibition, % at 8.3 µM. 370,000 tested, 0.13% active. Fibrinogen beta chain (Homo sapiens), P02675. FP displacement of FITC-Tn7 peptide from fibrin DD(E); 0% = median of compound wells per plate;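 active means inhibition above the mean of compounds falling within the control limits plus 3 SD of them, cut at about 14% in these data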;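 further: 0% = plate median of compound wells and 100% = 10 µM Aha-Tn7 peptide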
#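 Assay system: human fibrin DD(E) protein / Input: 2 µM fibrin DD(E) / Benchmarks: high control of 10 µM Aha-Tn7 peptide / Measured by: fluorescence polarization of the labelled Tn7 tracer / Medium: Tris buffer with calcium and detergent, pH 7.8 / Timing: 10 min compound pre-incubation, 3 h probe incubation at room temperature / Repeats: one replicate per compound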
# LEDGF integ inh – blockers of LEDGF/p75-dependent integrase strand transfer – biochemical, TR-FRET, high throughput, primary screen | HIV-1 integrase (with human LEDGF/p75) | TR-FRET IN-LEDGF/p75 DNA integration, Eu/Cy5 | inhibition, % at 3.7 µM | 370,000 tested, 0.64% active | AID 743269, 2014;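 active means inhibition above the screen-wide mean plus 3 SD, cut at about 13% in these data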;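 further: signal is the Cy5 over europium emission ratio at 671 and 618 nm; 0% = plate median of compound wells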
# MBD2 DNA inh – inhibitors of MBD2 binding to methylated DNA, primary screen, biochemical, TR-FRET, DNA-binding domain, human; 370,000 tested, 0.31% active; MBD2 binding to methylated oligonucleotide; AID 686964, 2013; inhibition, % at 4.4 µM; in the data active means inhibition above about 13%
# Target sequence (Q9UBB5 whole entry, looked up, the tested form may be a part): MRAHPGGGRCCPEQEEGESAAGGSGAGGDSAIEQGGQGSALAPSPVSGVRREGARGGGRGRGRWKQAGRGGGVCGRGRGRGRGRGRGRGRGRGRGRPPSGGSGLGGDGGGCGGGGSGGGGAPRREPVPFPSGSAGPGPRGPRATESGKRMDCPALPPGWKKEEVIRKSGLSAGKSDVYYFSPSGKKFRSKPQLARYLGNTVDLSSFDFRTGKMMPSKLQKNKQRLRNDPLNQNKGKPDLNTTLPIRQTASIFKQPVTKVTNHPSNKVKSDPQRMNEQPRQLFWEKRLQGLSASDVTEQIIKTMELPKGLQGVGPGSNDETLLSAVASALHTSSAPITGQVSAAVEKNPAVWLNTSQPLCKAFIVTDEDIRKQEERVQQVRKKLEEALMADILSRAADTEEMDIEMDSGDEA
# DDE Tn6 FP inh – inhibitors of Tn6 peptide binding to fibrin DD(E), primary screen, biochemical, fluorescence polarization, human fibrin, Tn6 probe | 370,000 tested, 0.21% active | Fibrin DD(E) TRITC-Tn6 fluorescence polarization displacement | inhibition, % at 8.3 µM | AID 720509, 2013;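 active means inhibition above a per-campaign cutoff: mean of compounds within control limits plus 3 SD, cut at about 15% in these data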;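 further: 0% = median of all compound wells on the plate and 100% = blocking peptide control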
# TCR CD3 inh – inhibitors of human TCR-CD3 interaction, primary screen, biochemical, fluorescence, TAMRA-labeled TCR probe; AID 651800, 2012; 360,000 tested, 0.37% active; inhibition, % at 9.4 µM; T-cell receptor (TCR); in the data active means inhibition above about 19%;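 further: recombinant mutant TCR 2C K166C tagged with TAMRA read by polarization; 0% = receptor in buffer alone and 100% = receptor with positive control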
# PRMT1 FP inh – PRMT1 methyltransferase inhibitors, primary screen, biochemical, fluorescence polarization; 370,000 tested, 1.3% active; inhibition, % at 2.79 µM; AID 652257, 2013; recombinant PRMT1, activity-based probe fluorescence polarization; Protein arginine N-methyltransferase 1 (Homo sapiens), Q99873;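 active means inhibition above about 21% made by adding two undisclosed values, limit read from the data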
# TDP2 inh – human TDP2 enzyme inhibitors, primary screen, biochemical, epi absorbance, recombinant enzyme. Tyrosyl-DNA phosphodiesterase 2 (Homo sapiens), O95551. T5PNP hydrolysis, p-nitrophenol absorbance 415 nm. 370,000 tested, 0.34% active. inhibition, % at 12.8 µM;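 active means inhibition above the mean of all tested compounds plus 3 SD, set per campaign, cut at about 25% in these data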;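 further: 0% = DMSO with enzyme and 100% = buffer with substrate but no TDP2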
#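 System: recombinant human TDP2 / Amount: 120 nM TDP2 per well / Also added: 5 mM T5PNP chromogenic substrate / Doses: 12.8 µM single point, 1% DMSO / Incubation: 2 h at 37 °C / Detection: p-Nitrophenol epi absorbance / Evaluation: % inhibition relative to enzyme-containing and enzyme-free wells / Repeats: singlicate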
# Starred values were filed as active, the others as inactive; nt = not tested or not shown.
SMILES,UHRF1 binding,proKLK7 act,SIAE primary,Tn7 DDE FP,LEDGF integ inh,MBD2 DNA inh,DDE Tn6 FP inh,TCR CD3 inh,PRMT1 FP inh,TDP2 inh
O=C(CN1CCN(c2ccccn2)CC1)Nc1cccc(S(=O)(=O)N2CCOCC2)c1,2,-0.2,-4,-2,0,1,0,-6,3,1
COC(=O)c1cn(Cc2c(C)cc(C)cc2C)nn1,1,-0.1,6,1,0,-5,-1,2,-2,-5
CC(C)(CNS(=O)(=O)c1ccc2c(c1)OCCO2)N1CCOCC1,0,0.2,1,-2,-2,3,3,1,-10,-1
COC(=O)C1CN(S(=O)(=O)c2cc(OC)ccc2OC)CCS1 (stereo unspecified),1,0.3,-8,6,-2,-3,1,6,3,7
O=C(CCNC(=O)c1ccc(Br)cc1)Nc1nc2ccccc2[nH]1,-1,-0.2,-1,6,-8,-2,4,-11,3,-9
O=C(c1cccs1)c1sccc1Cc1ccccc1,0,-0.1,6,4,0,-4,10,6,-3,-2
CCOc1ccc(-c2c(C#N)c(N)nc3sc(C(=O)c4ccccc4)c(N)c23)cc1,1,-1.2,-2,8,-1,-3,-3,-6,3,-4
CC(=O)c1cn(CC(=O)NCc2cccnc2)c2ccccc12,0,-0.1,4,5,-1,1,-4,3,-3,0
COc1ccccc1NC(=O)C(C)OC(=O)C1CC(=O)N(c2ccc3c(c2)OCCO3)C1 (stereo unspecified),2,-0.6,0,2,-3,-1,-1,-3,-2,-10
Cc1ccc(C)c(NC(=O)CN(C)C(=O)c2ccc(S(=O)(=O)N3CCCCCC3)cc2)c1,0,-0.4,0,4,-5,4,6,-5,2,10
O=C(CSc1nc2sc3c(c2c(=O)n1-c1ccccc1)CCCC3)NCc1ccco1,-2,-0.3,3,-1,4,-4,-1,11,-2,0
COc1cccc(N2CCN(C3OC(=O)c4ccccc43)CC2)c1 (stereo unspecified),1,-0.8,-2,2,3,-4,-1,-11,0,4
NC(=O)c1cc(S(=O)(=O)N2CCCC2)ccc1OCc1ccc(F)cc1,3,-0.1,-1,1,-3,4,-2,-6,13,-9
O=C(CNS(=O)(=O)c1ccccc1)OCC(=O)c1ccc(OC(=O)c2ccccc2)cc1,0,0.1,-1,-4,2,0,1,0,1,-2
C=CCn1c(=O)/c(=C/c2ccc(F)cc2)s/c1=C(\C#N)c1nnc2n1CCCCC2,-5,0.0,0,6,2,-5,-4,1,-3,-2
O=C(CNc1ccc(Br)cc1)Nc1ccc(S(=O)(=O)N2CCCCC2)cc1,2,0.5,0,-4,0,-1,-4,-6,0,-8
COC(=O)c1cccnc1-n1c(=O)c2cccnc2n(Cc2cccc(OC)c2)c1=O,2,0.8,5,8,5,-2,-2,-3,-6,-5
Cc1cc(C)n(C(=O)CNC(=O)c2ccccc2Br)n1,-2,0.5,8,3,1,3,-2,0,1,5
CCCN1CCC(NC(=O)Cc2ccc(C)cc2)CC1,-1,-0.4,-3,5,-1,2,9,-13,-2,9
CCCCOc1cccc(C(=O)NNC(=S)NC2CCCCC2)c1,0,-0.2,0,0,-3,-11,7,2,-3,-14

# A second format for some results above.
Structure | UHRF1 binding | proKLK7 act | SIAE primary | Tn7 DDE FP | LEDGF integ inh | MBD2 DNA inh | DDE Tn6 FP inh | TCR CD3 inh | PRMT1 FP inh | TDP2 inh
CCCN1CCC(NC(=O)Cc2ccc(C)cc2)CC1 | -1 | -0.4 | -3 | 5 | -1 | 2 | 9 | -13 | -2 | 9
O=C(CN1CCN(c2ccccn2)CC1)Nc1cccc(S(=O)(=O)N2CCOCC2)c1 | 2 | -0.2 | -4 | -2 | 0 | 1 | 0 | -6 | 3 | 1

# (more compounds)
SMILES,UHRF1 binding,proKLK7 act,SIAE primary,Tn7 DDE FP,LEDGF integ inh,MBD2 DNA inh,DDE Tn6 FP inh,TCR CD3 inh,PRMT1 FP inh,TDP2 inh
CCN(CC)C(=O)c1cccc(-c2csc(C(C)(NC(C)=O)c3ccc(OC)cc3)n2)c1 (stereo unspecified),0,-0.4,2,-2,0,-1,3,6,-2,-2
N#CC1=C(N)Oc2cc(O)ccc2C1c1cccs1 (stereo unspecified),-1,0.6,-6,-3,0,-1,-2,-5,1,-9
CCCCC(CC)C(=O)Nc1ccc(Nc2ccccc2)cc1 (stereo unspecified),-6,0.5,13,1,1,-3,-4,-11,-1,-2
Fc1ccc(C2CCCN2Cc2nc(Cc3ccccc3)no2)cc1 (stereo unspecified),0,0.3,-2,-2,3,-3,4,5,-4,12
Cc1ccc(NC(=O)NC(=O)CSc2n[nH]c(N)n2)c(C)c1,6,0.0,2,0,3,1,-8,-5,0,12
CN(C)/C=N/c1nc(Sc2ccc(C(F)(F)F)cc2[N+](=O)[O-])n[nH]1,2,0.5,2,5,-3,0,-3,-3,2,1
Cc1nnc(SCC(=O)Nc2nc3c(s2)CC(C)CC3)s1 (stereo unspecified),3,-0.6,-3,-5,2,-2,-4,-2,-2,-11
CCN(CC(=O)Nc1ccccc1OC)C(=O)c1ccc(N(C)S(=O)(=O)c2ccc(C)cc2)cc1,-1,0.6,-11,5,-1,2,2,-4,3,-10
Cc1ccc(OCC(=O)Nc2nc(C)c(Cl)cc2Cl)c([N+](=O)[O-])n1,0,-0.7,-1,5,-5,-2,3,-1,4,0
Cc1ccc(NC(=O)c2cccc(S(=O)(=O)NCc3ccccc3)c2)nc1,0,0.0,-1,6,-2,-6,0,0,3,1
CC(C)CN1C(=O)[C@@]2(CC(=O)N(C)C2c2ccccc2)c2cc(-n3cc(C(C)(C)O)nn3)ccc21 (stereo partly specified),3,-0.2,1,-4,0,-2,-4,nt,0,1
CCOC(=O)c1c(-c2ccccc2)csc1N1C(=O)Nc2ccccc2N1O,1,0.4,4,0,4,0,5,8,-2,0
CCOC(=O)C1=C[C@@H](C(C)(C)C)N(S(=O)(=O)c2ccc([N+](=O)[O-])cc2)[C@H]1c1ccccc1,2,-0.1,0,-5,5,-5,0,9,0,3
Cc1cc(C)c(S(=O)(=O)N2CCN(C)CC2)c(C)c1,0,0.2,1,-1,1,1,1,2,-3,-12
O=C1NC(=Nc2cccc([N+](=O)[O-])c2)SC1(CO)CO,5,-0.9,6,-1,3,-2,-5,-6,4,-3
CN(C(=O)CSc1cccc[n+]1[O-])C1CCCCC1,6,-0.4,1,6,0,6,1,3,12,-5
CC(C)NS(=O)(=O)c1ccc(CCC(=O)N2CCCCC2)cc1,-1,0.1,-2,1,2,3,-2,-4,-1,8
CC(=O)c1cccc(NC(=S)NC(=O)CC(C)(C)C)c1,3,0.2,2,-6,2,2,1,3,0,6
CN1CCN(C(=O)c2cc(=O)c3cc(Cl)ccc3o2)CC1,6,-0.2,3,10,-2,2,-3,-11,8,-10
CCSc1nnc2c(Cl)cc(Cl)cn12,-1,-0.2,3,1,0,-4,-11,2,0,-10
O=C(NCCCN1CCOCC1)c1cc(-c2ccco2)nc2ccccc12,0,62*,17,-2,8,7,-2,9,14,-2
Cc1noc(NS(=O)(=O)c2ccc(NC(=O)c3cc(S(=O)(=O)N(C)c4ccccc4)ccc3Cl)cc2)c1C,-2,-0.1,6,6,7,-7,-1,3,-2,-1
Cc1ccc(C2=NN(CCC#N)C(=O)CO2)cc1,0,-0.3,-3,3,-3,2,5,1,-2,-6
Cn1cc(/C=C/C(=O)N2CCCC(C(=O)c3ccc(C(F)(F)F)cc3)C2)cn1 (stereo unspecified),-5,0.7,1,0,3,4,6,-1,2,-4
CCC/C(O)=C1\C(=O)CC(c2ccccc2)CC1=NCCc1c(C)[nH]c2ccc(C)cc12 (stereo unspecified),0,-0.3,0,3,1,1,0,-7,4,8
Cc1cc(C)c(C(=O)c2ccc(C(=O)N(C(C)C)C(C)C)cc2)c(C)c1,-1,0.3,-4,9,-2,-3,-3,2,-4,-3
CCCC(=O)NC(=S)N1CCN(c2ccc([N+](=O)[O-])cc2)CC1,1,-0.2,-1,-13,0,-1,-1,-6,-3,1
Cn1nc(Cc2n[nH]c(=S)n2C)c2ccccc2c1=O,56*,0.3,2,5,-5,1,6,1,3,1
COc1ccc(NC(=O)CN2C(=O)NC3(CCCc4ccccc43)C2=O)c(OC)c1 (stereo unspecified),0,0.2,10,-3,0,-1,1,1,0,5
O=C(NCCN1CCC(Cc2ccccc2)CC1)C1CCN(S(=O)(=O)N2CCC3(CC2)OCCO3)CC1,-1,0.5,-8,-3,-6,1,5,-4,3,2
C[C@H](NC(=O)[C@H](Cc1ccccc1)NC(=O)c1cc2cc(Cl)ccc2n1C)C(=O)O,3,-0.1,2,3,4,6,-5,2,1,15
CCCCOc1ccc(Cl)cc1CSc1nnc(C)n1N,-4,-0.1,-5,5,0,1,-1,7,0,4
CCOC(=O)c1cc([N+](=O)[O-])sc1N,-5,0.4,11,1,-1,-10,5,11,-4,-19
c1ccc(OCc2nnc(SCc3nc4ccccc4[nH]3)n2-c2ccccc2)cc1,0,0.8,0,1,-2,5,1,nt,-3,-8
CCCS(=O)(=O)N1CCCC(C(=O)N2CCN(c3ccccn3)CC2)C1 (stereo unspecified),-1,0.5,-1,-4,0,2,5,-1,2,5
O=C(NCCc1ccccn1)c1ccc(NS(=O)(=O)c2ccc(F)cc2)cc1,1,0.0,0,-2,1,-1,-5,9,-3,-7
COCCN(CCOC)Cc1c(O)ccc2c1O/C(=C\c1ccco1)C2=O,25*,19*,5,0,41*,2,3,-1,31*,9
Cn1nnnc1SCC(=O)N1CCN(C(c2ccccc2)c2ccccc2)CC1,7,0.1,0,-1,-2,3,-1,4,5,-6
COc1ccc(CCNC(=O)C2CCN(C(=O)c3ccc(F)cc3)CC2)cc1,-1,-0.3,-7,-2,2,3,-1,1,-5,-7
CN(CC(=O)Nc1ccc(F)c(F)c1F)C(=O)c1ccc2c(c1)OCCO2,-1,0.8,-5,-3,1,-2,-4,1,-3,-1
COc1ccc(NC(=O)CSc2nnc(-c3cccnc3)n2Cc2ccco2)c(OC)c1,3,-0.1,8,7,-1,0,2,-5,-1,3

# Assay outcomes: PubChem BioAssay, The Scripps Research Institute Molecular Screening Center

# Outcome played no part in choosing rows, and some 4.6% of all compounds hit somewhere here.
